Screening results as filed in PubChem BioAssay.
Bim-Bfl-1 = inhibitors of Bim binding to Bfl-1, primary screen, biochemical, multiplexed, bead-based flow cytometry | Bim-Bfl-1 binding inhibition | Bcl-2-related protein A1 (Homo sapiens), Q16548 | AID 1008, 2008 | 190,000 tested, 0.12% active | inhibition, % at 10 µM;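 also: 0% = wells without compound plus tracer and 100% = blocker peptide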
Rab2A wt mod = modulators of GTP binding to Rab2A wildtype, primary screen, biochemical, dog, bead-based flow cytometry, multiplex; GST-Rab2 wt beads, Bodipy-GTP binding; GTP binding activity, % at 10 µM; 190,000 tested, 0.19% active;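 active = GTP binding activity at least 20 points away from 100%, either lowered or raised; inconclusive = signal likely due to the compound's own green fluorescence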;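 also: 0% = beads with excess unlabeled GTP and 100% = no-compound control corrected for plate trend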
Rab7 wt GTP bind = modulators of GTP binding to Rab7, primary screen, biochemical, wildtype, multiplex bead flow cytometry | Rab7 GTPase wild type (dog), Bodipy-FL-GTP binding | GST-Rab7 beads, fluorescent GTP binding; actives lie on both sides; untreated = 100%, excess cold GTP = 0% | GTP binding activity (percent of control), % at 10 µM | 190,000 tested, 0.055% active | AID 758, 2007;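 active = fluorescent GTP binding to Rab7 beads changed by at least 20 points from the 100% baseline, either direction, mostly lower; inconclusive = compound itself probably fluorescent, or too few beads counted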;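 also: median green fluorescence of bound Bodipy-FL-GTP per Rab7 bead population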
Bim-Bcl-2 = inhibitors of Bim-Bcl-2 binding, primary screen, biochemical, multiplexed, human Bcl-2 family. Apoptosis regulator Bcl-2 (Homo sapiens), P10415. Bead-based flow cytometry, Bim peptide-Bcl-2 binding. inhibition, % at 10 µM. 190,000 tested, 0.06% active; in the data active = inhibition above about 40%; inconclusive = no clear call, values can overlap the other calls;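 also: 0% = no compound wells with probe peptide and 100% = reference peptide inhibitor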
Target sequence (P10415 whole entry, looked up): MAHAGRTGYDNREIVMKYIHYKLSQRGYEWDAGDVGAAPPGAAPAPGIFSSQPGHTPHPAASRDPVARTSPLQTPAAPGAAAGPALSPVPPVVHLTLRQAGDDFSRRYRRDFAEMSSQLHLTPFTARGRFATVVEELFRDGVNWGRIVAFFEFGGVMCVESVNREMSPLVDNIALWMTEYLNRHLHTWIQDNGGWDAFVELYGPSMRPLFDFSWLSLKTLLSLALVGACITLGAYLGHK
Bim-Bcl-W = inhibitors of Bim binding to Bcl-W, primary screen, biochemical, multiplexed, bead-based flow cytometry. Bcl-2-like protein 2 (Homo sapiens), Q92843. Bim peptide-Bcl-W binding. inhibition, % at 10 µM. 190,000 tested, 0.02% active. AID 952, 2007;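 also: 0% = bound tracer without compound and 100% = peptide blocker; higher means less fluorescent Bim peptide bound to Bcl-W beads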
Bcl-XL Bim block = inhibitors of Bim-Bcl-XL binding, primary screen, biochemical, multiplexed, bead flow cytometry, human Bcl-XL | Bcl-2-like protein 1 (Homo sapiens), Q07817 | Bim peptide-Bcl-XL binding, fluorescence | inhibition, % at 10 µM | 190,000 tested, 0.04% active | AID 1007, 2008
Target sequence (Q07817 whole entry, looked up): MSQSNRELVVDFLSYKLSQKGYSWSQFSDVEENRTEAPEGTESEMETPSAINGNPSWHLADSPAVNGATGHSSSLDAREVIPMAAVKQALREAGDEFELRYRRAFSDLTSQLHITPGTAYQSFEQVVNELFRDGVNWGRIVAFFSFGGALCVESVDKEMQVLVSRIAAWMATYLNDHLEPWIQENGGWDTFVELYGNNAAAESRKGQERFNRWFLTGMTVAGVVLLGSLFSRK
HRas wt GTP bind = modulators of GTP binding to HRas wildtype, primary screen, biochemical, bead-based flow cytometry, multiplex; 190,000 tested, 0.14% active; GST-Ras wt beads, Bodipy-FL-GTP binding; actives lie on both sides; GTP binding activity, % at 10 µM; GTPase HRas (Homo sapiens), P01112;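 active = GTP binding activity at least 20% away from the 100% baseline, either lowered as inhibitor or raised as activator; inconclusive = flagged as likely green fluorescent, judged across all proteins in the well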;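 also: 0% = unlabeled GTP competition control and 100% = no-compound control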
Cdc42 wt GTP = modulators of GTP binding to wildtype Cdc42, primary screen, biochemical, multiplex bead flow cytometry, Bodipy-GTP. 190,000 tested, 0.2% active. percent activity (GTP binding), % at 10 µM. Cell division control protein 42 homolog (Homo sapiens), P60953. GST-Cdc42 beads; actives lie on both sides;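 active = percent activity GTP binding at least 20 points away from the 100% baseline, either down as inhibitor or up as activator; inconclusive = compound flagged as likely green fluorescent from well-wide comparison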;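 also: median bead fluorescence of bound Bodipy-FL-GTP at 100 nM; 0% = excess unlabeled GTP control and 100% = no compound control; below 100% means less GTP binding so inhibitor and above means activator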
Target sequence (P60953 whole entry, looked up): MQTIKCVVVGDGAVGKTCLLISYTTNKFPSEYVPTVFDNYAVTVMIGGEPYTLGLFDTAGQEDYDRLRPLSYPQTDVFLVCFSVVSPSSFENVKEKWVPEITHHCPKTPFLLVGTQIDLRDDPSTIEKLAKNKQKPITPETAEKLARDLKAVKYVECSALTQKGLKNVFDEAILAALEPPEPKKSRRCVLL
Bcl-B Bim block = inhibitors of Bim-Bcl-B binding, primary screen, biochemical, multiplexed, human Bcl-2 family; bead-based flow cytometry, Bim peptide-Bcl-B binding; AID 951, 2007; Bcl-2-like protein 10 (Homo sapiens), Q9HD36; 190,000 tested, 0.073% active; inhibition, % at 10 µM;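 also: 0% = tracer peptide without compound and 100% = reference inhibitor peptide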
Target sequence (Q9HD36 whole entry, looked up): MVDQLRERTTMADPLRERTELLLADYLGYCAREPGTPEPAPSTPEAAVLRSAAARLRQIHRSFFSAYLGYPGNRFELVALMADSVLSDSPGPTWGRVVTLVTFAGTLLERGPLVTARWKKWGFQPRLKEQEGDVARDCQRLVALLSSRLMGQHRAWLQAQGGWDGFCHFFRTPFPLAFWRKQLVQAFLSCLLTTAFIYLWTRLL
Rac1 act GTP bind = GTP binding modulators of activated mutant Rac1, primary screen, biochemical, bead-based flow cytometry, multiplex, fluorescent GTP | Ras-related C3 botulinum toxin substrate 1 (Homo sapiens), P63000 | GST-Rac1 activated beads; actives lie on both sides; 100% means binding = to untreated wells | percent activity (GTP binding), % at 10 µM | 190,000 tested, 0.11% active;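 active = GTP binding at least 20 percentage points away from the 100% baseline, in either direction, so actives lie on both sides; inconclusive = Compound likely fluorescent itself, or too few beads counted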
Rac1 wt GTP bind = wildtype Rac1 GTP binding modulators, primary screen, biochemical, GST-Rac1 beads, flow cytometry, multiplex | Ras-related C3 botulinum toxin substrate 1 (Homo sapiens), P63000 | fluorescent GTP binding; actives lie on both sides; 0 = cold GTP competed, 100 = untreated | AID 757, 2007 | 190,000 tested, 0.27% active | GTP binding activity (% of control), % at 10 µM;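 active = GTP binding activity at least 20 points away from the 100% control level, either lower or higher; inconclusive = compound flagged as likely green fluorescent, judged across all proteins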
The depositor's hits bear a star; ? = inconclusive. Rule as the data show it, unless noted: active = inhibition above about 40%.

SMILES	Bim-Bfl-1	Rab2A wt mod	Rab7 wt GTP bind	Bim-Bcl-2	Bim-Bcl-W	Bcl-XL Bim block	HRas wt GTP bind	Cdc42 wt GTP	Bcl-B Bim block	Rac1 act GTP bind	Rac1 wt GTP bind
CC(C)NS(=O)(=O)c1ccc(CCC(=O)Nc2ccc3c(c2)OCCO3)cc1	-17	96	98	-13	-5	-3	96	101	-7	98	100
Nc1ccccc1SCC(=O)Nc1ccc(N2CCOCC2)cc1	-7	102	105	-4	4	-4	103	105	-13	101	108
CCN1CCN(C(=O)C2CCN(C(=O)c3cc4sccc4n3CC)CC2)CC1	-1	97	93	-1	3	-2	96	100	-1	96	99
Cc1ccc2nc3c(c(C(=O)O)c2c1)CCC3	-9	99	98	-3	0	-2	100	100	-4	98	101
COc1cc2c(cc1OC)CN(CC(=O)Nc1ccc3c(c1)OC(F)(F)O3)CC2	-3	102	102	-2	3	-1	103	104	-3	102	103
c1coc(-c2ncc[nH]2)c1	-1	108	106	-3	0	0	106	106	0	98	104
CC1CCN(CCCOc2ccc(Cl)cc2Br)CC1	-4	98	102	-2	0	1	99	99	0	97	102
CCN=C1S/C(=C\c2ccc(Sc3ccc(Cl)cc3)o2)C(=O)N1CC	-1	101	101	-1	0	0	102	103	-1	99	104
N#CC1=C(N)OC2=C(C(=O)CCC2)C1c1ccsc1 (stereo not given)	-12	?	?	-8	1	-6	?	?	-4	?	?
O=C(COc1ccc(Cl)cc1Cl)NNC(=S)NCc1ccco1	8	96	106	0	0	-1	96	93	-45	95	99
COC(=O)c1ccccc1NC(=O)Oc1ccc(F)cc1	0	100	102	0	-2	0	99	101	-6	99	101
CCOC(=O)c1c(NC(=O)CN2CCOCC2)sc2c1CCCC2=O	0	98	101	-2	-3	-4	101	103	0	98	104
CCCCNCc1nc2ccccc2c(=O)[nH]1	-1	99	104	-5	-4	0	97	99	-5	95	100
Cc1c(NC(=O)NC(=O)c2ccc(F)cc2)c(=O)n(-c2ccccc2)n1C	0	100	98	-1	1	3	101	105	0	103	107
CCOC(=O)Cc1csc(NC(=O)CSc2nnc(C)n2C)n1	-1	99	96	0	0	0	100	98	-4	100	101
O=S1(=O)N=C(N=Nc2c(O)[nH]c3ccccc23)c2ccccc21	-6	82	96	1	7	10	87	80	6	87	77*
CCCN1CCN(C(=O)Cn2cnc3ccc(S(=O)(=O)N4CCC(C)CC4)cc3c2=O)CC1	-6	102	109	0	-4	-3	101	106	3	99	107
O=C(NCc1nc2ccccc2[nH]1)C1=C[C@H](c2ccccc2)C[C@H](OCc2ccc(CO)cc2)O1	1	96	103	0	-2	0	95	93	-1	93	95
COc1cc(C2CC(=O)n3c(nc4ccccc43)S2)cc(OC)c1OC (stereo not given)	-6	100	98	-7	-7	-9	99	101	-12	99	105
Cc1cc(O)c(C=Nc2cccc(Cl)c2)c(=O)o1	-7	99	99	-11	-2	-5	100	103	-6	96	104
COc1ccccc1Nc1nc(N)nc(CN2CCCCCC2)n1	-26	101	104	-8	-9	-14	105	106	-8	102	107
COC(=O)[C@H](C)NC(=O)Nc1ccccc1F	-12	100	100	-8	-1	-4	99	98	-8	99	106
O=C(NC1CCCC1)C1CCN(c2cnccn2)CC1	-5	95	96	-5	-4	0	97	95	-2	92	101
CCN(CCn1cccn1)C(=O)CC1C(=O)NCCN1Cc1ccc(F)cc1 (stereo not given)	5	99	95	2	-2	-2	97	98	1	95	103
COc1cc(Cl)ccc1NC(=O)COc1ccccc1C(=O)NN	-3	99	106	0	1	3	97	96	2	93	100
CC(C)c1ccccc1OCCNC(=O)c1cncc(Br)c1	-2	99	98	1	3	0	97	99	0	96	100
O=C(c1ccccc1)c1cc(-c2ccccc2)on1	-17	99	98	-10	-2	-9	99	102	-11	96	103
COC(=O)c1ccccc1NC(=O)COC(=O)CSc1nnc(N)s1	-5	97	108	-1	-2	-1	99	99	-5	96	99
Cc1ccc(OCc2n[nH]c(=S)n2N)cc1C	-3	103	99	-2	0	-4	101	103	-6	101	103
CC(C)NC(=O)COC(=O)c1ccccc1Oc1ccccc1	-14	?	?	0	1	-2	?	?	-7	?	?
O=C(O)c1cc(S(=O)(=O)N2CCOCC2)ccc1N1CCCCC1	-4	97	95	0	-3	-2	92	96	-2	93	98
O=C(O)C1Sc2[nH]c(=O)sc2C2c3ccc(O)cc3OC(=O)C12 (stereo not given)	-2	93	90	-1	-1	-2	92	92	-2	94	94
Brc1ccc(-c2nc3ncccn3c2Nc2ccc3c(c2)OCCO3)o1	0	104	99	3	-2	-7	105	105	-2	104	105
CCOC(=O)C1CCN(C(=O)Nc2ccc3nc(-c4ccco4)c(-c4ccco4)nc3c2)CC1	60*	87	94	35	38	19	89	89	15	89	91
Cc1ccc(N2C(=O)N(CC(=O)C(C)(C)C)c3ccccc3S2(=O)=O)cc1	-5	94	100	-4	1	-1	96	95	-2	95	91
CCOC(=O)c1cc(CC)sc1NC(=O)CC1Sc2ccc(C(F)(F)F)cc2NC1=O (stereo not given)	-2	103	104	0	0	-4	102	105	-6	100	105
FC(F)(F)c1cccc(NC(=S)N2CCN(c3ccccn3)CC2)c1	-2	93	96	0	-2	-2	93	96	-7	93	96
Cc1cc(C)cc(NC(=O)c2nnn(Cc3cc(C)ccc3C)c2N)c1	-11	98	94	-6	1	-2	97	97	-8	96	101
Cc1ccc(C)c(S(=O)(=O)N2CCCOC2CNC(=O)C(=O)NCCC2=CCCCC2)c1 (stereo not given)	-1	100	99	-4	-4	-6	101	101	-8	98	106
COc1ccc(CCNc2ncnc3c2oc2ccccc23)cc1OC	0	95	95	-3	0	2	96	98	-2	97	98
COc1ccc(NS(=O)(=O)c2cc(NC(=O)c3ccco3)ccc2N2CCCCC2)cc1	-1	99	103	-3	-3	-2	101	97	-5	101	102
O=C(/C=C/c1cccs1)c1ccc(Br)cc1	-1	97	94	3	1	2	97	97	5	98	98
CCCn1c(=O)c(C(=O)NCc2ccco2)c(O)c2ccccc21	-3	98	96	-1	-3	-1	96	96	-2	96	98
Cc1cccc(C(=O)N/N=C/c2ccc(OCC(=O)N3CCCCC3)cc2)c1	-1	96	96	-3	-1	0	99	97	1	98	98
CC(=O)c1cccc(NC(=O)C2C3C=CC(C3=C(c3ccccc3)c3ccccc3)C2C(=O)O)c1 (stereo not given)	-5	94	93	-2	-4	-3	94	94	-4	92	97
CCOc1ccc(-n2c(=O)c3sccc3n(CC(=O)NCc3ccco3)c2=O)cc1	-8	98	97	-7	-6	-6	97	100	-5	99	104
O=C(NCc1cccnc1)c1cccc(NC(=O)c2ccco2)c1	-11	98	98	-11	1	-4	99	101	-5	99	101
COc1cc(C(c2c(C)[nH][nH]c2=O)c2c(C)[nH][nH]c2=O)ccc1OS(=O)(=O)c1ccc(C)cc1	-12	104	104	-12	0	-6	106	109	-9	101	111
CC1(C)CC(=O)c2sc(NS(=O)(=O)Cc3ccccc3)nc2C1	8	91	91	-6	-2	-5	90	92	-9	90	92
O=C(CSc1ccccc1)Nc1ccc(S(=O)(=O)Nc2ncccn2)cc1	-7	98	100	-4	-4	0	99	95	-4	98	96
Cc1cccc(C)c1-n1c(SCC(=O)NCc2ccco2)nc2ccccc2c1=O	-1	93	94	-3	-3	-1	92	91	-1	91	90
Cc1cc(NC(=O)CS(=O)(=O)Cc2ccccc2)no1	-4	98	97	-1	-2	-3	99	99	-6	102	101
COc1ccc(CCNC(=O)CCCCCNc2nc(=S)[nH]c3ccccc23)cc1OC	6	92	101	-3	-1	-2	94	97	-15	95	94
COc1ccc(OCC(=O)N2CCN(S(=O)(=O)c3ccc(Cl)cc3)CC2)cc1	3	97	95	5	2	7	97	97	-1	96	95
CCN(CC)CCN1C(=O)C(=O)/C(=C(/O)c2ccc(OC(C)C)cc2)C1c1ccncc1 (stereo not given)	-5	98	96	7	6	0	101	100	-2	97	96
CC(C)(C)NC(=O)NC(=O)CN1CCN(Cc2ccccc2)CC1	4	97	98	1	0	1	97	94	3	96	98
Cc1ccc(S(=O)(=O)N(Cc2ccccc2)c2ccccc2C(=O)NCc2cccnc2)cc1	-7	99	100	-6	-8	-10	100	95	-8	98	99
O=C1CCN2C=Nc3cccc4ccc1c2c34	-11	94	96	-9	2	-8	95	95	-9	95	96
COc1ccc(N2CCN(C(=O)C3CCCN(S(=O)(=O)c4cccc5cccnc45)C3)CC2)cc1 (stereo not given)	-10	103	105	-7	1	-2	102	100	-5	98	103
O=C(C1CCC(CNS(=O)(=O)c2ccc(F)cc2)CC1)N1CCOCC1 (stereo not given)	-2	102	105	1	0	0	101	98	0	97	99

Further compounds follow.
SMILES	Bim-Bfl-1	Rab2A wt mod	Rab7 wt GTP bind	Bim-Bcl-2	Bim-Bcl-W	Bcl-XL Bim block	HRas wt GTP bind	Cdc42 wt GTP	Bcl-B Bim block	Rac1 act GTP bind	Rac1 wt GTP bind
COC(=O)CC(=O)CSc1nc(C)cc(C)c1C#N	-4	100	101	-11	-5	-7	100	105	-10	99	101
CCOC(=O)N=Nc1c(O)n(CC)c2ccccc12	-1	96	96	-3	-5	-4	99	98	-2	99	99
CSCCC(NC(=O)COc1ccccc1)C(=O)N1CCN(c2ccccc2F)CC1 (stereo not given)	-8	93	94	-8	0	2	93	96	-6	93	96
O=C(CCn1cnc2ccccc21)N/N=C/c1ccccc1O	-18	99	105	-16	-6	-11	101	107	-13	102	105
NC(=O)C1CCN(C(=O)c2ccc3c(=O)n(Cc4ccco4)c(SCC(=O)c4ccc(F)cc4)nc3c2)CC1	-5	94	93	-2	0	1	94	95	-1	95	95
OCCNCCNCc1ccc(-c2ccccc2)cc1	-7	99	98	-4	-2	-2	98	100	-3	97	102
Cc1cn(C2OC(COC(=O)c3ccccc3)C(O)C2O)c(=O)[nH]c1=O (stereo not given)	-12	97	99	-8	-2	-8	98	97	-10	95	98
CC(C)CC(NC(=O)c1ccccc1)C(=O)N/N=C/c1ccco1 (stereo not given)	0	98	97	2	0	-4	100	100	0	97	100
